PostGolgi ctrl: growth inhibition of yeast control strain, primary screen, counter-screen for post-Golgi transport modulator project; hit rate 5% among 98,000; inhibition, % at 10 µM; AID 738, 2007; efflux-deficient yeast background strain, growth absorbance A615, 16 h
S1P2 agonist: S1P2 receptor agonists, primary screen, cell-based | activation, % at 4.5 µM | S1P2-expressing cell line, agonist reporter read-out | hit rate 0.46% among 97,000 | Sphingosine 1-phosphate receptor 2 (Homo sapiens), O95136; in the data active = activation above about 16%;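 also: 0% = vehicle low control and 100% = maximal reference agonist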
Target sequence (O95136 whole entry, looked up): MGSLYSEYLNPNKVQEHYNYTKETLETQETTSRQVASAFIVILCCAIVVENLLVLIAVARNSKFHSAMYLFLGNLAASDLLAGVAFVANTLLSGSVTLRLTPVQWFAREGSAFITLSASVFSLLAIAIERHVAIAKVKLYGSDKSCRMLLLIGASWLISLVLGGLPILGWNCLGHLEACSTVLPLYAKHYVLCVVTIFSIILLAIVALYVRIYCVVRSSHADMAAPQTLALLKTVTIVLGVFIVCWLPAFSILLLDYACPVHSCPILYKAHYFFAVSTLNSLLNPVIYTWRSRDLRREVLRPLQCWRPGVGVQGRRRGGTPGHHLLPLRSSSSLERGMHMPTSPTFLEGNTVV
PostGolgi yeast: phenotypic screen on post-Golgi transport, primary screen | AID 739, 2007 | inhibition, % at 10 µM | post-Golgi transport phenotypic cell assay | hit rate 0.9% among 98,000;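 also: yeast cells grown in 1536-well plates; yeast grown about 18 h at 30C before absorbance read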
hDAT+cocaine: changed hDAT dopamine uptake under cocaine IC80, either direction, primary screen, cocaine antagonist project, cell-based, LLC-PK1 hDAT, [14C]-dopamine uptake, MLSMR; LLC-PK1 hDAT cells, [14C]-dopamine uptake with cocaine IC80; actives deviate in either direction; B-score at 10 µM; AID 449768, 2010; hit rate 1.3% among 110,000; Sodium-dependent dopamine transporter (Homo sapiens), Q01959;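 active = Z score or B-score, a plate-position-corrected score, falls beyond the plate's 99.7% confidence bounds, in either direction; inactive = both scores lie inside the 99.7% bounds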;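 also: scored against the spread of the other compound wells on the same plate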
sEH inh: soluble epoxide hydrolase inhibitors, primary screen, biochemical, human sEH. recombinant human sEH enzymatic activity assay. inhibition, % at 2 µM. hit rate 0.34% among 91,000. AID 707, 2007; in the data active = inhibition above about 80%; also: values of inactives mirror those of a sister screen read the other way; many of its hits are not listed in these tables
Target sequence (P34913 whole entry, looked up): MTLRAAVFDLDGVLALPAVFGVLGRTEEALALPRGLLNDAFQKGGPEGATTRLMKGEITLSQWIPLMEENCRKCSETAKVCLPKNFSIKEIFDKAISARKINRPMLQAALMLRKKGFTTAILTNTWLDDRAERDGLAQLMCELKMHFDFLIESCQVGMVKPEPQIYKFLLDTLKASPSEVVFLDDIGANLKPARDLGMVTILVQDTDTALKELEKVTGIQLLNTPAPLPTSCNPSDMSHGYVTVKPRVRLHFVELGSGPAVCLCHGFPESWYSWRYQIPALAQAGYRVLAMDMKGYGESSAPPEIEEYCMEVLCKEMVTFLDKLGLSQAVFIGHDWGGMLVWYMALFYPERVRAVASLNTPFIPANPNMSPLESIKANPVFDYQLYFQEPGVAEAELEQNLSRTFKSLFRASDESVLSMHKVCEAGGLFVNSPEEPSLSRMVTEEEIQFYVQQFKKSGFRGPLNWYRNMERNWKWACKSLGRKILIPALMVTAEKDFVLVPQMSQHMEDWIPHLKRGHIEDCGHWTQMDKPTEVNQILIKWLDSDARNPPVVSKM
sEH activator: soluble epoxide hydrolase activators, primary screen, biochemical, human sEH; activation, % at 2 µM; AID 717, 2007; Bifunctional epoxide hydrolase 2 (Homo sapiens), P34913; purified human sEH enzymatic activity, activator screen; hit rate 0.04% among 91,000; in the data active = activation above about 37%; also: values of inactives mirror those of a sister screen read the other way
S1P2 blocker: human S1P2 receptor antagonists, primary screen, cell-based | hit rate 0.21% among 97,000 | Sphingosine 1-phosphate receptor 2 (Homo sapiens), O95136 | cell-based S1P2 antagonist assay, inhibition at 5 uM | AID 736, 2007 | inhibition, % at 5 µM; in the data active = inhibition above about 45%;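 also: CRE beta-lactamase reporter cells expressing human S1P2 stimulated with S1P; 0% = agonist at EC80 alone and 100% = agonist plus reference antagonist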
CYP2C19 inhib: blockers of cytochrome P450 2C19 activity – biochemical, luminescence, ADME assay, primary screen. hit rate 21% among 96,000. inhibition, % at 5 µM. CYP2C19 Supersomes, luciferin-H EGE luminescence, 30 min. P33261;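 active = CYP2C19 inhibition above a set limit at 5 µM in the primary screen, cut at about 50% in these data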;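 also: plate controls were negative control wells for no effect and 2.5 mM tranylcypromine positive control for full effect; values of inactives mirror those of a sister screen read the other way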
CYP2C19 activ: human CYP2C19 activators, primary screen, biochemical, luminescence. activation factor at 5 µM. recombinant CYP2C19, luciferin-H EGE luminescence; stronger effect = higher value; 0 = fully inhibited enzyme, 1 = untreated enzyme. 96,000 tested, under 10 active. Cytochrome P450 2C19 (Homo sapiens), P33261;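 active = activation factor of at least 2 at 5 µM in the primary screen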;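 also: 0 = wells with 2.5 mM tranylcypromine and 1 = vehicle-only wells; values of inactives mirror those of a sister screen read the other way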
An asterisk follows results filed as active; / = not tested or not shown. Rule as the data show it, unless noted: active = inhibition above about 30%; inactive = the rest.

SMILES	PostGolgi ctrl	S1P2 agonist	PostGolgi yeast	hDAT+cocaine	sEH inh	sEH activator	S1P2 blocker	CYP2C19 inhib	CYP2C19 activ
Cn1cnnc1SC(C(=O)Nc1cccc(C(F)(F)F)c1)c1ccccc1 (centres undefined)	8.1	-1.7	2.2	0.292	6.3	-6.0	-6.4	70.6*	0.3
Cc1ccccc1C(=O)Nc1ccc(N2CCOCC2)nc1	21.5	0.5	-0.2	-0.434	-9.0	9.8	8.0	19.8	0.8
C=CCn1c(Cc2ccc(OC)cc2)nnc1SCc1nc2ccccc2c(=O)[nH]1	-4.3	-3.4	-5.4	0.46	/	/	9.5	15.5	0.8
O=C(Nc1cccc(Br)c1)/C(=C\c1cccnc1)NC(=O)c1ccco1	1.4	-2.1	7.1	0.0364	-6.8	9.0	28.4	3.8	1
COc1ccc(N(CC(=O)Nc2ccc3c(c2)OCCO3)S(C)(=O)=O)c(OC)c1	4.5	/	-0.5	1.49	/	/	/	25.8	0.7
O=C(CN(c1ccc(Cl)cc1)S(=O)(=O)c1ccccc1)N/N=C/c1ccco1	8.8	-6.2	1.0	0.609	5.1	-3.0	-1.3	98.2*	0
Cc1ccc(S(=O)(=O)N2CCN(C3CC(=O)N(Cc4ccccc4)C3=O)CC2)cc1C (centres undefined)	10.1	-5.3	3.3	0.0462	-4.1	4.0	-4.8	59.5*	0.4
CCN(CC(=O)Nc1cccc(Br)c1)Cc1nc2ccccc2c(=O)[nH]1	0.6	-1.2	3.1	0.475	-8.1	5.9	-13.7	71.8*	0.3
Cc1nc2cc(C(F)(F)F)ccc2n1C1CCN(C(=O)N2CCOCC2)CC1	2.1	-7.0	7.6	-0.466	-1.1	-0.1	-10.0	9.3	0.9
CS(=O)(=O)N1CCN(C(=O)c2csc3ccccc23)CC1	-0.6	-2.3	10.1	0.0227	12.2	-9.6	8.9	6.0	0.9
O=C(CSc1nc2ccccc2c(=O)n1-c1ccccc1)N1CCN(CCO)CC1	-5.9	0.6	8.8	-0.257	-4.3	3.0	-2.7	7.4	0.9
CCOC(=O)N1CCN(C(=O)COc2ccc(S(=O)(=O)Nc3ccc(OCC)cc3)cc2)CC1	5.0	-7.3	15.1	1.33	8.3	-8.2	-1.3	22.4	0.8
C=CC(=O)NC(NC(=O)C=C)c1ccc(Br)cc1	-2.7	-5.2	-23.5	-0.834	57.9	-57.9	-2.0	10.8	0.9
O=C(CSc1ccccn1)N1CCN(c2ccccc2)CC1	1.7	-2.2	4.7	-0.449	4.8	0.0	-5.1	99.2*	0
CC(C)CCNC(=O)C1CCN(S(=O)(=O)c2ccc3c(c2)CCC(=O)N3)CC1	5.1	-2.1	5.6	-0.158	29.9	-30.8	-1.6	16.2	0.8
COc1ccc(CCN2C(=O)c3ccncc3C2=O)cc1OC	-8.6	-8.3	-6.3	1.43	8.9	-9.2	7.4	17.4	0.8
COC(=O)C1CCN(C(=O)c2sc3nc(-c4ccc(F)cc4)cn3c2C)CC1	0.6	-4.4	1.6	0.413	-2.1	2.1	-1.1	38.7	0.6
CCc1sc(N(C(=O)Cc2ccccc2)c2ccc(F)cc2)nc1-c1ccccc1	-2.0	-1.5	-6.8	-0.552	-15.1	14.8	-4.7	86.3*	0.1
Cc1cc(C)c(C#N)c(SCC(=O)NC(C)(C)C)n1	-2.4	-1.0	6.2	1.17	/	/	-8.5	39.7	0.6
COc1ccc(C)cc1S(=O)(=O)NCCC1=CCCCC1	26.4	-4.0	6.1	-1.01	13.5	-11.8	-8.6	35.5	0.6

Filtered by structure, the entries above with bromine.
SMILES	PostGolgi ctrl	S1P2 agonist	PostGolgi yeast	hDAT+cocaine	sEH inh	sEH activator	S1P2 blocker	CYP2C19 inhib	CYP2C19 activ
O=C(Nc1cccc(Br)c1)/C(=C\c1cccnc1)NC(=O)c1ccco1	1.4	-2.1	7.1	0.0364	-6.8	9.0	28.4	3.8	1
CCN(CC(=O)Nc1cccc(Br)c1)Cc1nc2ccccc2c(=O)[nH]1	0.6	-1.2	3.1	0.475	-8.1	5.9	-13.7	71.8*	0.3
C=CC(=O)NC(NC(=O)C=C)c1ccc(Br)cc1	-2.7	-5.2	-23.5	-0.834	57.9	-57.9	-2.0	10.8	0.9

More structures
SMILES	PostGolgi ctrl	S1P2 agonist	PostGolgi yeast	hDAT+cocaine	sEH inh	sEH activator	S1P2 blocker	CYP2C19 inhib	CYP2C19 activ
CC1(C)SC2c3ccccc3C(=O)N2[C@@H]1C(=O)NCc1ccco1 (some centres undefined)	-4.0	-1.7	-4.7	0.736	-16.7	14.3	-11.7	62.8*	0.4
COc1ccccc1CNC(=O)CCN1C(=O)COc2ccc(C)cc21	0.6	-1.7	-13.2	-0.989	6.3	-6.1	2.5	62.0*	0.4
Cc1ccc(CN(C(=O)c2cc(=O)c3cc(Cl)c(C)cc3o2)C2CCS(=O)(=O)C2)cc1 (centres undefined)	18.9	1.5	3.1	-0.428	4.9	-5.5	-21.0	27.9	0.7
CCN1CC=C2C(C#N)=C(N)C(C#N)(C#N)[C@H](c3cccc(OC)c3OC)[C@H]2C1	3.8	-0.7	6.3	0.549	1.3	2.3	2.2	44.5	0.6
O=C(Nc1ccc2c(c1)OCCO2)c1cccnc1	1.9	/	9.3	0.0181	/	/	/	-14.4	1.1
C=CCN1C(=O)/C(=C\c2ccc(C)cc2)N=C1SCC(=O)NCCC	11.9	-0.3	-0.6	-0.444	-1.6	4.8	11.9	14.5	0.9
COc1ccc(/C(N)=N/OC(=O)Oc2ccccc2)cc1	-3.9	-4.5	2.2	0.0103	7.9	-7.8	7.1	58.6*	0.4
O=C(Nc1ccc(Cl)cc1)C1CC=CCC1C(=O)OCC(F)(F)C(F)F (centres undefined)	5.0	-1.8	-9.9	0.524	-6.6	9.8	6.7	20.8	0.8
Cc1ccccc1C(=O)NC(=S)Nc1sc2c(c1C#N)CCC(C)C2 (centres undefined)	6.7	-5.9	1.9	0.0289	9.8	-7.5	-2.6	33.7	0.7
O=C1COc2ccccc2N1Cc1ccccc1Cl	7.6	/	-4.7	-1.28	/	/	/	80.0*	0.2
CNC(=S)NNC(=O)c1sccc1OCc1cccc(C(F)(F)F)c1	3.9	-1.7	0.8	-0.804	-6.3	7.1	14.6	-11.1	1.1
Cc1nc(P(=O)(c2ccccc2)c2ccccc2)c(N2CCOCC2)o1	0.8	-2.8	2.0	-0.708	1.5	-2.1	-20.5	-0.3	1
COc1ccccc1C(O)P(=O)(OC(C)C)c1ccc(N(C)C)cc1 (centres undefined)	/	-9.3	/	0.0971	-3.2	4.9	3.2	/	/
CCOC(=O)c1nn(-c2ccccc2C)c2nc(-c3ccc(Cl)cc3)c(C#N)c(=O)n12	14.9	-0.2	-12.3	0.777	2.5	-1.3	-12.2	21.4	0.8
COc1ccc(CNC(=O)C(OC(=O)c2ccco2)c2ccc(OC)cc2)cc1 (centres undefined)	/	-2.7	/	-0.846	-10.2	9.8	-33.8	/	/
COC(=O)C1=C(Cn2cnc3ccccc32)NC(=O)NC1c1cc(C)ccc1C (centres undefined)	21.0	-16.6	-7.1	0.0457	14.9	-12.7	23.4	16.8	0.8
O=C1c2cccnc2C(=O)N1CO	6.7	1.9	0.8	-0.183	-13.0	13.3	0.2	3.0	1
Cc1ccc(-c2ccc(CCC(=O)O)n2CC2CCCO2)cc1 (centres undefined)	2.5	1.5	0.3	-0.0163	8.7	-6.0	-0.8	7.0	0.9
CCOC(=O)c1ccc2[nH]c(C)cc(=O)c2c1	7.7	-4.8	1.9	0.73	-3.6	3.0	-6.7	7.7	0.9
O=c1c2ccccc2c(C=NCCc2ccccc2)c(O)n1Cc1ccccc1	9.6	-1.9	10.9	0.452	-9.7	9.5	0.4	48.0	0.5
CCC(=O)Oc1ccc(-c2nc(-c3cccnc3)no2)cc1	-0.3	-9.8	-6.9	-1.59	2.2	0.8	14.9	67.8*	0.3
O=C(COc1ccccc1O)N1CCN(C(=O)c2ccco2)CC1	-2.4	-3.4	1.4	0.113	-2.9	1.5	-3.0	4.3	1
COC(=O)c1c(NC(=O)C2CC(=O)NN2Cc2ccccc2)sc(C)c1C (centres undefined)	1.5	-2.0	-0.8	2.33	-8.8	9.5	9.4	85.5*	0.1
COC(=O)c1ccc(N2CCN(C)CC2)c(NC(=O)c2cc3ccccc3o2)c1	13.9	-7.5	-1.3	0.136	-11.5	9.4	2.0	12.0	0.9
Cc1cc(NC(=O)CSc2nc3cc4c(cc3c(=O)n2CCc2ccccc2)OCO4)no1	8.0	/	3.5	-2.27	/	/	/	58.8*	0.4
NC(=O)c1c(NC(=O)CSc2nnc(-c3ccccc3)n2CC2CCCO2)sc2c1CCC2 (centres undefined)	16.3	-1.2	13.0	2.67*	-9.5	8.5	1.4	80.5*	0.2
CCOC(=O)C(C(C)=O)C(c1ccc(OCCC(C)C)cc1)C(C(C)=O)C(=O)OCC (centres undefined)	/	-3.0	/	1.13	-1.4	4.0	-2.8	/	/
Cc1cccc(NC(=O)N(Cc2nc3ccccc3c(=O)[nH]2)C2CCCC2)c1	-6.2	-3.9	13.6	2.26	-7.1	8.9	15.7	0.7	1
COC(=O)c1ccccc1NC(=O)CN1C(=O)CSC1=O	11.7	/	-1.0	-0.0354	/	/	/	1.0	1
CCCC1C(C#N)=C(N)Oc2cc(C)n(C)c(=O)c21 (centres undefined)	4.4	-8.6	26.1	-0.49	-9.6	10.9	5.0	-4.2	1
COc1cc(/C=N/NC(=O)c2cccnc2)ccc1OC(=O)c1ccc2c(c1)OCO2	-5.6	-11.9	8.0	-0.475	15.8	-15.9	-26.0	1.0	1
CC(C)C(=O)N(c1ccc2oc(=O)sc2c1)S(=O)(=O)c1ccccc1	19.0	-3.0	16.3	-0.347	-5.8	6.4	-22.1	6.6	0.9
CCOC(=O)c1[nH]c(C)c(CCC(=O)OC)c1C	2.0	-4.0	7.5	-0.926	5.8	-2.9	10.9	44.9	0.6
COC(=O)c1cc2occc2n1CC(=O)Nc1ccc(OC)c(OC)c1OC	9.2	0.1	16.6	-0.222	7.2	-8.8	1.3	23.1	0.8
Cc1oc(-c2cccs2)[n+]([O-])c1C	8.2	-3.9	0.6	1.25	-0.3	-2.4	11.5	3.6	1
O=C(Nc1ccccc1F)C1C2C=CC3(O2)C1C(=O)N(c1cccnc1)C3C(=O)NC1CCCCC1 (centres undefined)	9.3	-6.3	-2.4	/	-5.6	6.3	1.4	-8.2	1.1
O=C(N/N=C/c1cn(-c2ccccc2)nc1-c1ccc(F)cc1)c1ccc(Br)o1	20.3	-5.0	-16.1	-0.563	1.5	-1.6	-5.1	16.1	0.8
COc1ccc(OC(=O)c2cccc(S(=O)(=O)N3CCCC3)c2)cc1	11.9	-1.5	-9.9	0.021	4.3	0.6	-3.7	-13.6	1.1
Cc1ccc(S(=O)(=O)C(F)(F)F)cc1NC(=O)c1cccnc1	10.7	-3.2	2.8	-0.454	0.4	-2.2	-2.2	/	/
COCCn1c(C)cc(C(=O)CSc2nc3ccccc3o2)c1C	5.2	-10.0	0.1	-0.421	2.7	0.2	29.6	28.8	0.7
CCOc1ccc(OCCN(C)Cc2ccccc2)cc1	6.7	-0.7	4.2	0.661	-21.6	19.4	28.8	29.9	0.7
O=C(CSc1nnnn1C1CCCCC1)N1CCc2ccccc21	4.5	-4.7	21.8	-0.0688	-0.2	-2.3	16.0	-13.9	1.1

Source: PubChem
